High-throughput results (PubChem BioAssay)
ERG-DNA inh – blocks human ERG Ets domain binding to DNA | P11308 | fluorescence polarization, His-ERG Ets domain / labelled DNA | Potency, µM (series often up to 76.9 µM), without a hit: top-dose FP activity, negative = inhibition, usual class: inhibitors | 370,000 tested, 0.028% active | AID 624246; active = well fitted inhibition curve with a large enough effect in the polarisation, with a control signal flat; inconclusive = small, poorly fitted or top-dose-only effect, or effect the other way, or a change in a side signal; inactive = no such curve, though single readings can be large or run the other way; the % refers to the polarisation;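 also: polarization taken with two DNA probes labelled with fluorescein and Texas red; potency is read from the fitted curve at half-maximal effect; % of control where 0% means no effect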
Target sequence (P11308 whole entry, looked up, the tested form may be a part): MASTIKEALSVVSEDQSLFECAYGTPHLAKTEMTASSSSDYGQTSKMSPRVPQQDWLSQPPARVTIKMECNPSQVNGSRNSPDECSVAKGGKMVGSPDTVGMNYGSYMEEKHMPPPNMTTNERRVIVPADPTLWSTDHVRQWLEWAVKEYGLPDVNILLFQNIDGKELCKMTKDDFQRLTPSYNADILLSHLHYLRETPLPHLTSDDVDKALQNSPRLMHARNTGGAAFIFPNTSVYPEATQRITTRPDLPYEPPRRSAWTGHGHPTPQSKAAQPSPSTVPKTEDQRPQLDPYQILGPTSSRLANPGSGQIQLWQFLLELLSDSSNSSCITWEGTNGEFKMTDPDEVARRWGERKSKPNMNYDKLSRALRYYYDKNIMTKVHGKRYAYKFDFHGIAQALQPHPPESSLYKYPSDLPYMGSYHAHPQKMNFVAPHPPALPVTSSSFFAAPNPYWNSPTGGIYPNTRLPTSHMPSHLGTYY
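His-tagged ERG Ets domain (1 uM in the protein solution; 300mM KCl, 50mM Tris-HCl, 1mM EDTA, 1mM DTT, pH 7.5) received compound, then a probe mix of 5 nM fluorescein-DNA and 100nM Texas-615-DNA. Fluorescence polarization was read for both dyes.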
POLB inh – DNA polymerase beta (human) inhibition | Pol beta primer extension/strand displacement, fluorescence kinetic | Potency, µM (top dose mostly 114 µM), for the others: top-dose activity change, negative = inhibition, most hits filed as inhibitors | 340,000 tested, 1.3% active; also: potency is read from the fitted curve at half-maximal effect; % is scaled to controls: 0 for no effect and ±100 for the full control effect
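Homogeneous kinetic assay of primer extension and strand displacement by 10 nM Pol beta, preincubated 15 min at room temperature with compound before 50 nM substrate (final) was added. Read at 0 and 10 min; four-parameter Hill fit.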
APEX1 inh – inhibitors of human APE1 endonuclease; P27695; recombinant APE1, TAMRA/BHQ-2 abasic DNA cleavage fluorescence; Potency, µM (top dose mostly 65.8 µM), inactives show top-dose activity change, negative = inhibition, usual class: inhibitors; 350,000 tested, 0.35% active; AID 2517;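 also: potency is read from the fitted curve at half-maximal effect; plate controls were vehicle for no effect and reference inhibitor for full effect; nearly all actives have a fitted effect of over 55% in size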
Target sequence (P27695 whole entry, looked up): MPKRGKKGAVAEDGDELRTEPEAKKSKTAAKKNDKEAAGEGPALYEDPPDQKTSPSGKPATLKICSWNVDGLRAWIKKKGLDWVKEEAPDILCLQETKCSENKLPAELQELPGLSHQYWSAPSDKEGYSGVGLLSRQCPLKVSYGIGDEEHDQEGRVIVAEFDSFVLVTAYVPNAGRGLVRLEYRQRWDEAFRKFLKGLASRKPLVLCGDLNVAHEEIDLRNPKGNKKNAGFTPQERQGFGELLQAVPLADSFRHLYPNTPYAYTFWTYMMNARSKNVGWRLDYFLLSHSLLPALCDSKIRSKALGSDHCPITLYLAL
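Compound pre-exposure to 0.75 nM APE1, 15 min at ambient temperature. Reaction initiated with 50 nM TAMRA/BHQ-2 THF substrate, read immediately in kinetic mode, 525 nm excitation, 598 nm emission.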
Pol eta inh – blocks human DNA polymerase eta activity. recombinant Pol eta, fluorescent DNA replication assay. Q9Y253. 390,000 tested, 1.2% active. Potency, µM (titrated, usually from 114 µM), inactives show top-dose activity change, negative = inhibition, hits mostly inhibitors; also: potency is read from the fitted curve at half-maximal effect; % is scaled to controls: 0 for no effect and ±100 for the full control effect
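Pol eta at 10 nM preincubated with compounds 15 min at room temperature; reaction started with fluorescent substrate (50 nM final) and read kinetically at 0 and 10 min.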
LDHA inh – LDHA (human) enzyme inhibition; P00338; purified LDHA, NADH/diaphorase-resazurin fluorescence; hits give low values; activity change, % (values are at about 110 or 230 µM); 480,000 tested, 0.15% active; in the data active = activity change below about -30%; inconclusive = mostly about -25% to -30%;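 also: plate controls were DMSO wells for no effect and wells without enzyme for full effect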
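Human LDH5 (2 nM) was incubated with 0.06 mM NADH and 0.2 mM pyruvate for 5 min at room temperature in Tris pH 7.4. Remaining NADH was coupled through diaphorase/resazurin, and resorufin fluorescence was read at 0 and 20 min.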
POLK inh – DNA polymerase kappa (human) inhibition; Potency, µM (doses to about 107 µM), for inactives: at the highest dose activity, negative = inhibition, most hits filed as inhibitors; purified Pol kappa, fluorescent DNA synthesis assay, 10 min; Q9UBT6; AID 588579; 400,000 tested, 0.53% active; also: potency is read from the fitted curve at half-maximal effect; % is scaled to controls: 0 for no effect and ±100 for the full control effect
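Kinetic fluorescence screen: compound preincubated 15 min RT with 10 nM enzyme; 50 nM substrate (final) initiates; reads at 0/10 min.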
Anesthetic bind – candidate novel general anesthetic via apoferritin binding; apoferritin/1-aminoanthracene competitive binding, fluorescence; P02791; 350,000 tested, 0.074% active; Potency, µM (doses to about 77.5 µM), for inactives: top-dose activity change, negative = displacement, actives largely listed as inhibitors; also: potency is read from the fitted curve at half-maximal effect; % is scaled to controls: 0 for no effect and ±100 for the full control effect; nearly all actives have a fitted effect of over 20% in size
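Horse-spleen apoferritin (10 uM) in 50% saturated 1-aminoanthracene in PBS was incubated 10 min at room temperature with compound. Fluorescence (ex 380, em 535 nm) was normalized to free and bound 1-AMA, with concentration-response fitted by a four-parameter Hill equation.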
RGS4 inh – human RGS4 inhibition; AID 504845; Transcreener GDP fluorescence polarization, RGS4-accelerated GTP hydrolysis; Potency, µM (top dose mostly 114 µM), for the others: at the highest dose activity change, negative = inhibition, usual class: inhibitors; 390,000 tested, 0.039% active; P49798; also: potency is read from the fitted curve at half-maximal effect; % is scaled to controls: 0 for no effect and ±100 for the full control effect; nearly all actives have a fitted effect of over 75% in size; some results filed as inactive show a strong effect at the top dose
Target sequence (P49798 whole entry, looked up): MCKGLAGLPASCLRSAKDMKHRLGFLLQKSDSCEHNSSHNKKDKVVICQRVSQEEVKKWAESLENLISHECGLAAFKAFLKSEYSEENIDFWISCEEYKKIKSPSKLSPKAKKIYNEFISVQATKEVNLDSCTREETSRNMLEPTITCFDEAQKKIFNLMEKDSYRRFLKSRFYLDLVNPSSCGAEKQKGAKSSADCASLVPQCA
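MLSMR compounds (23 nl, pin-transferred) preincubated 10 min at room temperature with a 500nM (2x) first reagent, then RGS4 at 900nM (2x) plus Transcreener GDP mix added; fluorescence polarization (620/688 nm) read before and after 90 min at 30 °C.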
12-LOX inh – inhibitors of human 12S-lipoxygenase ALOX12 | purified 12hLO, xylenol orange hydroperoxide absorbance | P18054 | Potency, µM (highest dose often 108 µM), without a hit: at the top dose activity change, negative = inhibition, usual class: inhibitors | 580,000 tested, 1.1% active; also: potency is read from the fitted curve at half-maximal effect; % is scaled to controls: 0 for no effect and ±100 for the full control effect
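Purified human 12hLO (150 nM final) in 25 mM Hepes, 0.01% Triton X-100, pH 7.0 was preincubated 15 min at room temperature with compound. Then 40 uM arachidonic acid was added, 30 min. Hydroperoxide was read by Fe-XO absorbance ratio 573/405 nm.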
Active calls of the source: *; ? = inconclusive; · = no result given; & = joins results of further samples; [ ] = remark or other dose. Unless noted, calls follow the shape of the dose curve; as a rule, active = well fitted curve in the direction sought with a large enough effect; inconclusive = small, poorly fitted or top-dose-only effect, or another doubt; inactive = no such curve, though single readings can be large; an effect the other way counts as inactive or inconclusive. Some of the compounds tested; count on the stated rates, not on these rows.

SMILES	ERG-DNA inh	POLB inh	APEX1 inh	Pol eta inh	LDHA inh	POLK inh	Anesthetic bind	RGS4 inh	12-LOX inh
O=C(Cn1nnc(-c2ccccc2F)n1)Nc1ccc(S(=O)(=O)NC2CCCC2)cc1	·	-12%	2%	-10%	0	-1%	54%[activator]	-10%	-20%
O=c1cc(O)n(-c2ccccc2)c(=S)[nH]1	4%	22%	0%	-2%	-3	2%	-3%	-3%[11.4 µM]	?
CC(C)(C)NC(=S)NNC(=O)c1ccccc1Cl	-10%	-10%	4%	-5%	-2	1%	-8%	-14%	?
O=[N+]([O-])c1ccc(N2CCN(CC3CCCCC3)CC2)cc1	-12%	0%	9%	-5%	-9	1%	?	2%	?
COc1ccc([N+](=O)[O-])cc1N(CC(=O)N1CCCC1)S(C)(=O)=O	9%	3%	7%	-2%	-5	-3%	-4%	3%	-1%
COc1ccc(CCC(=O)N2CCc3ccccc32)cc1	0%	0%	-6%	-17%	-2	-2%	-12%	-3%[11.4 µM]	0%
Cc1ccc(C)c(S(=O)(=O)Nc2nc3ccc(S(N)(=O)=O)cc3s2)c1	-1%	-1%	11%	-13%	-2	-13%	-1%	?	?
Cc1ccc(C)c(OCCCCN2CCCCC2)c1	-11%	1%	18%	-2%	-7	6%	-6%	0%	?
O=C(CN1C(=O)C(=O)N(C2CCCC2)C1=O)Nc1ccc(N2CCOCC2)cc1	1%	16%	?	-4%	2	-12%	-9%	22%	0%
CN(C)c1ccc(Sc2nnc(NC(=O)Nc3ccc(Cl)cc3Cl)s2)cc1	-10%	49%	16%	-11%	1	-5%	-3%	-13%	-28%
CCCN(CC(=O)Nc1ccccc1C)C(=O)CCN1C(=O)c2cccc([N+](=O)[O-])c2C1=O	-1%	·	-14%	-3%	1	-11%	·	-5%	-13%
Cc1sc2ncnc(N3CCC(C(=O)Nc4nc(-c5ccc(F)cc5)cs4)CC3)c2c1C	1%	·	22%	-4%	-4	-1%	·	-28%	-1%
COc1ccc(-c2nc(CNS(=O)(=O)c3cc(OC)ccc3OC)cs2)cc1	-3%	5%	3%	-15%	1	6%	-9%	-3%	27%
CC12c3ccccc3C(c3ccccc31)C1C(=O)N(c3cccnc3)C(=O)C12 (stereo not given)	3%	-25%	-2%	-22%	-1	-5%	-7%	-5%	-15%
COc1ccccc1NS(=O)(=O)c1cccc(C(=O)N/N=C(\C)c2ccc3c(c2)OCCO3)c1	1%	21%	-7%	-13%	-6	-12%	?	-4%	20%
Cc1ccc(SCC(=O)O/N=C(\N)c2cccnc2)cc1	2%	14%	14%	0%	-11	8%	?	-4%	·
O=C(N/N=C(\Cc1ncc[nH]1)c1ccccc1)c1ccncc1	4%	0%	-4%	-3%	1	-4%	-7%	5%	2%
CC(C(=O)Nc1ccc(F)c(F)c1F)N1CCCCCC1 (stereo not given)	2%	13%	2%	-7%	-6	-6%	-11%	14%	-4%
CN(C)C(=O)CS(=O)(=O)c1ccc(Cl)cc1	17%	14%	3%	-14%	-4	3%	-3%	-11%	30%[activator]
CCN1CCCC1CNC(=O)c1[nH]c2ccc(OC)cc2c1C (stereo not given)	-3%	46%	-6%	-17%	2	-5%	-5%	2%	8%
CCOc1ccccc1NC(=O)c1cc(S(=O)(=O)N2CCOCC2)cn1C	4%	0%	·	-4%	-21	-4%	-1%	19%	-16%
O=C(COc1ccccc1[N+](=O)[O-])NCC1(N2CCOCC2)CCCCC1	-7%	·	-10%	-8%	-4	-9%	·	-12%	182%[activator]
COc1ccc(C(=O)CC(=O)C(=O)Nc2cc([N+](=O)[O-])ccc2OC)cc1	13%	0%	11%	-11%	5	8%	-7%	-12%	·
Cc1ccccc1CSCC(=O)NCc1ccco1	0%	?	7%	?	1	-41%	-8%	-26%	-27%
CC(C)C[C@@H](CO)N1CCN(Cc2ccc(O)cc2)CCC1=O	-1%	4%	40%	-20%	-4	3%&-17%	2%	27%	5%
Cc1cccc(NC(=O)Nc2nnc(N(C)Cc3ccccc3)s2)c1	-10%	2%	·	-7%	-2	-28%	56%[activator]	10%	-12%
O=C(Cc1ccc(-n2c(=O)[nH]c3ccsc3c2=O)cc1)N1CCN(c2ccc(Cl)cc2)CC1	2%	-4%	-1%	-13%	-4	-2%	-4%	-25%	-10%
COc1ccc(Cl)cc1C(=O)N/N=C/c1ccc(N2CCOCC2)cc1	4%	52%[activator]	20%	-8%	-7	0%	-6%	-3%	0%
O=C(Nc1nccs1)C(NS(=O)(=O)c1ccc(Br)s1)c1ccccc1 (stereo not given)	1%	33%	-2%	-12%	1	4%	-7%	-35%	155%[activator]
O=C(CN1CCN(CC(=O)c2ccc(Cl)cc2)CC1)c1ccc(Cl)cc1	-9%	·	·	-4%	0	-7%	·	-10%	?
COC(=O)c1ccc2nc(C3CCCCC3)c3c(c2c1)CCC3	-3%	·	·	-1%	-9	3%	·	-1%	-1%
COc1ccc(/C=C/C(=O)N2c3ccccc3Sc3ccc(C(F)(F)F)cc32)cc1	4%	0%	3%	-17%	0	2%	-20%	-20%	-2%
CC(C)(C)C(=O)/C(=C/c1ccncc1)n1cncn1	7%	28%	-3%	-7%	-2	1%[60.1 µM]	-3%	-35%[11.4 µM]	-1%
CC1CC=CC2C1C(=O)N(Cc1ccccc1)C2c1ccc(/C=C/c2ccccc2)cc1F (stereo not given)	·	·	-7%	·	·	-8%	50%[activator]	-20%	·
O=C(Oc1coc(CSc2nnc(NC(=O)C3CC3)s2)cc1=O)c1c(F)cccc1F	-4%	20µM*	?	?	4	-43%	-15%	13%	-14%
Nc1cccn2c(-c3ccc(Cl)c(Cl)c3)cnc12	-5%	-14%	0%	-4%	9	-13%	-16%	-20%	?
CCN(CC)c1ncnc2sc3c(c12)CCC3	-1%	33%	-5%	-9%	-5	-5%	-15%	9%	?
CC(NC(=O)CSc1nc2c(c(C(F)(F)F)n1)CCc1ccccc1-2)c1ccccc1 (stereo not given)	-10%	4%	2%	-10%	-8	-22%	-5%	-20%	-7%
COc1ccccc1NC(=O)CSC1=NCCN1	-7%	0%	0%	-9%	-7	-3%	-11%	-27%	-8%
COc1ccc(S(=O)(=O)Nc2ccc(S(=O)(=O)Nc3ccc(F)cc3)cc2)cc1C	-5%	7%	-8%	-14%	-4	-3%	-15%	-22%[11.4 µM]	-24%
Cc1ccc(N2CC(C(=O)NCCCn3ccnc3)CC2=O)cc1 (stereo not given)	1%	-18%	13%	-5%	-17	-6%	-8%	22%	0%
CCCn1c(SCC(=O)NC2CCCC2)nnc1-c1cccnc1	2%	45%	4%[12.4 µM]	-13%	-1	1%	-7%	-3%	-3%
Cc1ccc(-c2csc(/C(C#N)=C/Nc3ccccc3SC(F)(F)F)n2)cc1	8%	4%	?	-21%	0	5%	10%	12%	-5%
CCn1c(SCC(=O)NC2CC2)nnc1-c1ccccn1	9%	3%	9%	-18%	1	3%	-2%	7%	-12%
CC(C(=O)NCCc1ccc(S(N)(=O)=O)cc1)N1C(=O)CC(C)(C)Sc2ccccc21 (stereo not given)	-2%	40%	6%	6%	-10	1%	-4%	-23%[56.9 µM]	34%[activator]

Structures listed so far containing a Cl atom, in the order listed:
SMILES	ERG-DNA inh	POLB inh	APEX1 inh	Pol eta inh	LDHA inh	POLK inh	Anesthetic bind	RGS4 inh	12-LOX inh
CC(C)(C)NC(=S)NNC(=O)c1ccccc1Cl	-10%	-10%	4%	-5%	-2	1%	-8%	-14%	?
CN(C)c1ccc(Sc2nnc(NC(=O)Nc3ccc(Cl)cc3Cl)s2)cc1	-10%	49%	16%	-11%	1	-5%	-3%	-13%	-28%
CN(C)C(=O)CS(=O)(=O)c1ccc(Cl)cc1	17%	14%	3%	-14%	-4	3%	-3%	-11%	30%[activator]
O=C(Cc1ccc(-n2c(=O)[nH]c3ccsc3c2=O)cc1)N1CCN(c2ccc(Cl)cc2)CC1	2%	-4%	-1%	-13%	-4	-2%	-4%	-25%	-10%
COc1ccc(Cl)cc1C(=O)N/N=C/c1ccc(N2CCOCC2)cc1	4%	52%[activator]	20%	-8%	-7	0%	-6%	-3%	0%
O=C(CN1CCN(CC(=O)c2ccc(Cl)cc2)CC1)c1ccc(Cl)cc1	-9%	·	·	-4%	0	-7%	·	-10%	?
Nc1cccn2c(-c3ccc(Cl)c(Cl)c3)cnc12	-5%	-14%	0%	-4%	9	-13%	-16%	-20%	?
